Growth percent in the NCI-60 one-dose screen (48 h, 10 µM unless noted): 100 = growth as untreated, 0 = no growth, -100 = all killed.
CAKI-1: CAKI-1 renal cancer. 4.7% of 75,000 active. AID 1794772
OVCAR-5: OVCAR-5 ovarian cancer; 2.9% of 82,000 active; AID 1794783
OVCAR-3: OVCAR-3 ovarian cancer; 7% of 79,000 active; AID 1794787
ACHN: ACHN renal cancer; 4.9% of 81,000 active; AID 1794771
RXF 393: RXF 393 renal cancer cells. 6.9% of 77,000 active. AID 1794773
OVCAR-4: OVCAR-4 ovarian cancer cells. 3.7% of 80,000 active
A498: A498 renal cancer cells; 5.4% of 76,000 active; AID 1794774
OVCAR-8: OVCAR-8 ovarian cancer; 4.4% of 81,000 active
* = called active by the depositor; nt = not tested or not shown; & = joins results of further samples. How the source made its calls: active means growth percent below 10; inactive means the rest. The list is partial; count on the stated rates, not on these rows.

Start of the listing, in advance:
| compound | CAKI-1 | OVCAR-5 | OVCAR-3 | ACHN | RXF 393 | OVCAR-4 | A498 | OVCAR-8 |
| --- | --- | --- | --- | --- | --- | --- | --- | --- |
| C[C@]12CCC(=O)C=C1CCC1C2CC[C@]2(C)C(=O)/C(=C/c3cnc[nH]3)CC12 (stereo partly specified) | 87.5 | 94.7 | 121.9 | 102.0 | 110.3 | nt | 67.0 | 99.0 |
| CC(=O)NC1CCSC1=O (stereo unspecified) | 110.3&94.2 | 103.5 | 126.0&138.5 | 109.5 | 114.7 | 114.8&114.4 | 116.6&102.7 | 104.1&112.3 |
| O=C(O)c1ccc(=O)[nH]c1 | 98.3 | 106.4&90.3 | 108.1&112.7 | 106.3&100.3 | nt | 105.8&110.9 | 107.5&63.4 | 103.1&101.0 |
| C/C(=N\N1CN(C(C)C(=O)O)P(Nc2ncn[nH]2)N=C1N)c1cccs1 (stereo unspecified) | 83.7 | 110.8 | 102.4 | 109.0 | 127.5 | 99.4 | 108.8 | 103.9 |
| c1ccc2c(CCN3CCCCC3)c[nH]c2c1 | 79.1&98.4 | 101.1&107.5 | 108.9&106.3 | 93.2&99.3 | 117.3&125.1 | 101.6&105.2 | 127.2&138.1 | 101.9&105.0 |
| Nc1ccc(CNC(=O)Nc2ccc(S(=O)(=O)F)cc2)cc1 | 97.0 | 99.1 | 87.6 | 94.2 | 86.5 | 111.2 | 93.3 | 98.2 |
| Cc1ccc(N)cc1C | nt | 108.3 | 105.1 | nt | 111.2 | 105.7 | 105.0 | 93.9 |
| CCCCOCCOP(OCCOCCCC)OCCOCCCC | 91.2 | 94.8 | 114.0 | 102.8 | 107.9 | 107.3 | 101.9 | 106.7 |
| Cc1ccc(-c2nc(-c3ccc(N=Cc4ccc(N(CCCl)CCCl)cc4C)cc3)cs2)cc1 | 31.9 | 94.5 | 91.3 | 52.1 | 86.3 | 74.9 | 61.5 | 72.8 |
| Clc1ccc(CSSC(Cl)(Cl)Cl)cc1 | 98.9 | 108.3 | 107.9 | 104.3 | 110.9 | 99.8 | 91.5 | 105.3 |
| C[C@]12CCc3sc(Nc4ncccn4)nc3C1=CC[C@@H]1[C@@H]2CC[C@]2(C)C(=O)CC[C@@H]12 | 97.8 | 104.5 | 113.9 | 98.7 | 101.9 | 101.7 | 99.5 | 110.2 |
| CCCC(=O)NC1=C(N2CC2)C(=O)C(NC(=O)CCC)=C(N2CC2)C1=O | 33.3 | 131.6 | 102.2 | 54.7 | 88.6 | 94.5 | 100.0 | 79.3 |
| C1CCN(C2CCNCC2)C1 | 94.3 | 101.6 | 107.7 | 96.2 | 106.7 | 96.0 | 98.1 | 98.9 |
| CN1[C@@H](CC(=O)c2ccccc2)CCC[C@H]1CC(=O)c1ccccc1 | 101.3 | 101.1 | 101.1 | 97.3 | 118.7 | 107.4 | 114.7 | 93.3 |

The whole of this part, from the start:
| compound | CAKI-1 | OVCAR-5 | OVCAR-3 | ACHN | RXF 393 | OVCAR-4 | A498 | OVCAR-8 |
| --- | --- | --- | --- | --- | --- | --- | --- | --- |
| C[C@]12CCC(=O)C=C1CCC1C2CC[C@]2(C)C(=O)/C(=C/c3cnc[nH]3)CC12 (stereo partly specified) | 87.5 | 94.7 | 121.9 | 102.0 | 110.3 | nt | 67.0 | 99.0 |
| CC(=O)NC1CCSC1=O (stereo unspecified) | 110.3&94.2 | 103.5 | 126.0&138.5 | 109.5 | 114.7 | 114.8&114.4 | 116.6&102.7 | 104.1&112.3 |
| O=C(O)c1ccc(=O)[nH]c1 | 98.3 | 106.4&90.3 | 108.1&112.7 | 106.3&100.3 | nt | 105.8&110.9 | 107.5&63.4 | 103.1&101.0 |
| C/C(=N\N1CN(C(C)C(=O)O)P(Nc2ncn[nH]2)N=C1N)c1cccs1 (stereo unspecified) | 83.7 | 110.8 | 102.4 | 109.0 | 127.5 | 99.4 | 108.8 | 103.9 |
| c1ccc2c(CCN3CCCCC3)c[nH]c2c1 | 79.1&98.4 | 101.1&107.5 | 108.9&106.3 | 93.2&99.3 | 117.3&125.1 | 101.6&105.2 | 127.2&138.1 | 101.9&105.0 |
| Nc1ccc(CNC(=O)Nc2ccc(S(=O)(=O)F)cc2)cc1 | 97.0 | 99.1 | 87.6 | 94.2 | 86.5 | 111.2 | 93.3 | 98.2 |
| Cc1ccc(N)cc1C | nt | 108.3 | 105.1 | nt | 111.2 | 105.7 | 105.0 | 93.9 |
| CCCCOCCOP(OCCOCCCC)OCCOCCCC | 91.2 | 94.8 | 114.0 | 102.8 | 107.9 | 107.3 | 101.9 | 106.7 |
| Cc1ccc(-c2nc(-c3ccc(N=Cc4ccc(N(CCCl)CCCl)cc4C)cc3)cs2)cc1 | 31.9 | 94.5 | 91.3 | 52.1 | 86.3 | 74.9 | 61.5 | 72.8 |
| Clc1ccc(CSSC(Cl)(Cl)Cl)cc1 | 98.9 | 108.3 | 107.9 | 104.3 | 110.9 | 99.8 | 91.5 | 105.3 |
| C[C@]12CCc3sc(Nc4ncccn4)nc3C1=CC[C@@H]1[C@@H]2CC[C@]2(C)C(=O)CC[C@@H]12 | 97.8 | 104.5 | 113.9 | 98.7 | 101.9 | 101.7 | 99.5 | 110.2 |
| CCCC(=O)NC1=C(N2CC2)C(=O)C(NC(=O)CCC)=C(N2CC2)C1=O | 33.3 | 131.6 | 102.2 | 54.7 | 88.6 | 94.5 | 100.0 | 79.3 |
| C1CCN(C2CCNCC2)C1 | 94.3 | 101.6 | 107.7 | 96.2 | 106.7 | 96.0 | 98.1 | 98.9 |
| CN1[C@@H](CC(=O)c2ccccc2)CCC[C@H]1CC(=O)c1ccccc1 | 101.3 | 101.1 | 101.1 | 97.3 | 118.7 | 107.4 | 114.7 | 93.3 |
| CCN1C(=O)NC(=O)/C(=C/N(CCO)CCO)C1=O | 100.7 | 112.5 | 108.0 | 100.9 | 100.4 | 95.6 | 99.6 | 103.4 |
| c1cc2c(c(NC3=NCCCS3)c1)CCCC2 | 91.3 | 92.4 | 94.0 | 100.2 | 91.7 | 99.4 | 81.9 | 97.0 |
| CC(=O)NC(NP(=O)(N(C)C)N(C)C)C(Cl)(Cl)Cl (stereo unspecified) | 97.2 | 104.7 | 101.7 | 100.4 | 98.0 | 118.8 | 102.8 | 98.9 |
| Cc1ccc(C(=O)OC(C(=O)O)C(OC(=O)c2ccc(C)cc2)C(=O)O)cc1 (stereo unspecified) (tested in a mixture with another compound) | 50.7 | 67.0 | 44.5 | 66.0 | 54.1 | 58.9 | 77.7 | 61.4 |
| C/C(=N/OC(=O)N(C)C)c1ccc(Cl)cc1Cl | 96.6 | 105.9 | 99.5 | 98.7 | 111.5 | 112.7 | 90.9 | 106.0 |
| O=C1CC23c4ccccc4N4C(=O)CC5OCC=C6CN1C2CC6C5C43 (stereo unspecified) | 110.5 | 115.1 | 110.9 | 107.5 | 110.8 | 94.3 | 96.5 | 90.3 |
| O=C(NCCCCC(c1ccc(F)cc1)c1ccc(F)cc1)Nc1ccc([N+](=O)[O-])c(C(F)(F)F)c1 | -3.3* | 11.8 | 1.5* | -3.0* | -41.3* | 11.5 | -9.7* | 5.4* |
| C=CC1CN2CCC1CC2C(O)c1ccnc2ccccc12 (stereo unspecified) | 144.5 | 116.2 | nt | 109.0 | nt | 128.6 | 125.2 | 126.7 |
| O=C(CN1CCCC1=O)NCc1cc(Cl)cc(Cl)c1O | 88.4 | 94.6 | 99.5 | 94.4 | 99.2 | 99.6 | 92.9 | 106.4 |
| O=[N+]([O-])c1[nH]cnc1Br | 90.2&98.3&95.3 | 95.8&92.7&100.8 | 111.1&113.9&111.7 | 101.1&101.4&100.1 | 109.9&123.2&109.7 | 94.1&102.6 | 96.8 | 103.7&108.3&119.8 |
| c1ccc2c(C3N4CCCN3CC4)c[nH]c2c1 (stereo unspecified) | 83.5 | 102.5 | 106.1 | 86.6 | 111.2 | 97.6 | 118.3 | 100.7 |
| CC1=C(CN)C2=C(C)C3(CC3)[C@@](C)(O)C(=O)C2=C1 | 94.7 | 97.9 | 100.9 | 97.3 | 91.6 | 93.2 | 68.6 | 84.2 |
| CC[C@H](C)[C@H](NC(=O)C12C3C4C1C1C2C3C41NC(C)=O)C(=O)N(C)[C@H](C[C@@H](OC(C)=O)c1nc(C(=O)N[C@@H](Cc2ccccc2)C[C@H](C)C(=O)OC)cs1)C(C)C (stereo partly specified) | 74.1 | 47.8 | -33.8* | 36.6 | 41.9 | 38.7 | -10.4* | 17.0 |
| CC(=O)/C=C/c1ccc2c(c1)OCO2 | 91.5 | 106.5 | 109.3 | 97.5 | nt | 104.3 | 118.2 | nt |
| C1CCC(N2OC23CCCCC3)CC1 (stereo unspecified) | 99.6 | 95.9 | 107.8 | 103.2 | 111.3 | 115.0 | 90.8 | 99.7 |
| S=C=Nc1ccc(I)cc1 | 91.9 | 104.7 | 101.5 | 101.2 | 102.5 | 98.6 | 101.5 | 100.6 |
| CC/C(=C\c1ccc(C(C)(C)C)cc1)[N+](=O)[O-] | 109.3 | 104.9 | 109.4 | 108.0 | 122.9 | 115.5 | 96.0 | 97.8 |
| CCOC(=S)S | 101.6 | 102.5 | 106.6 | 113.5 | 108.4 | 105.4 | 94.5 | 109.6 |

Taken from above (2 entries):
| compound | CAKI-1 | OVCAR-5 | OVCAR-3 | ACHN | RXF 393 | OVCAR-4 | A498 | OVCAR-8 |
| --- | --- | --- | --- | --- | --- | --- | --- | --- |
| CC/C(=C\c1ccc(C(C)(C)C)cc1)[N+](=O)[O-] | 109.3 | 104.9 | 109.4 | 108.0 | 122.9 | 115.5 | 96.0 | 97.8 |
| CCOC(=S)S | 101.6 | 102.5 | 106.6 | 113.5 | 108.4 | 105.4 | 94.5 | 109.6 |

Additional entries:
| compound | CAKI-1 | OVCAR-5 | OVCAR-3 | ACHN | RXF 393 | OVCAR-4 | A498 | OVCAR-8 |
| --- | --- | --- | --- | --- | --- | --- | --- | --- |
| CCC(C)(C)[C@H](NC(=O)[C@H]1CCCCN1C)C(=O)N(C)[C@H](C[C@@H](OC(C)=O)c1nc(C(=O)N[C@@H](Cc2ccccc2)C[C@H](C)C(=O)O)cs1)C(C)C | 29.0 | 42.5 | 6.0* | 11.4 | 38.4 | 40.4 | nt | 14.2 |
| C1CCC(N2CCOCC2)CC1 | 103.0&80.6&100.4 | 112.6&92.2&108.3 | 111.7&93.6&117.5 | 113.5&92.7&103.1 | 118.5&91.8&98.3 | 113.7&98.0&104.8 | 105.3&65.5&84.2 | 102.4&96.9&105.3 |
| CN=C1CN(O)C(c2ccccc2)c2cc(Cl)ccc2N1 (stereo unspecified) | 92.8 | 104.0 | 112.5 | 105.5 | 105.0 | 104.1 | 83.0 | 101.9 |
| Cc1ccc2c(C)ccc(C)c2c1 | 93.0 | 103.1 | 109.2 | 110.7 | 102.7 | 105.3 | 79.3 | 103.8 |
| CC(=O)OC1C(OC/C2=C/C3[C@@H](C(C)C)CC=C(C)[C@@H]3CC(OC(=O)/C=C/c3cn(C)cn3)[C@]3(C)C=C[C@@]2(O)O3)OCC(O)C1O (stereo partly specified) | 37.0 | 49.4 | 15.3 | 45.0 | -20.6* | 43.0 | 13.2 | 32.7 |
| Oc1c(F)c(F)c(F)c(F)c1F | 92.2 | 91.8 | 101.6 | 93.8 | 96.6 | 103.7 | 106.2 | 106.0 |
| O=C1CC2(CC3(Cl)C(Cl)=C(Cl)C2(Cl)C3(Cl)Cl)C(=O)O1 (stereo unspecified) | 97.9 | 94.4 | 113.7 | 104.9 | 106.7 | 115.6 | 98.9 | 104.4 |
| CC[C@H](C)[C@@H]([C@@H](CC(=O)N1CCC[C@H]1[C@H](OC)[C@@H](C)C(=O)N[C@H](C)[C@@H](O)c1ccccc1)OC)N(C)C(=O)[C@@H](NC(=O)[C@@H](NC)C(C)C)C(C)C | nt | 60.9 | -13.9* | 29.3 | 46.0 | 36.2 | -11.7* | 21.0 |
| CCN(CC)CCOc1c(C(C)C)cccc1C(C)C | 89.8 | 90.6 | 107.3 | 97.4 | 111.9 | 99.3 | 82.1 | 100.0 |
